DUSP3 inh: inhibitors of human VHR1 phosphatase (DUSP3); inhibition, % at 13.3 µM; AID 1654; recombinant VHR phosphatase, pNPP absorbance; P51452; 290,000 tested, 0.52% active; in the data active = inhibition above about 50%; also: some compounds called inactive have numbers as strong as hits
PrPC surface inh: cell surface PrPC inhibition, primary TR-FRET screen | P04156 | TR-FRET read-out | inhibition, % at 13.8 µM | 370,000 tested, 0.43% active; in the data active = inhibition above about 24%; also: 0% = median of the test wells and 100% = reference compound wells
Vc quorum ag: induces V. cholerae light production without autoinducers. activation, % at 18.7 µM. 350,000 tested, 0.16% active. AID 588436. V. cholerae BH1578 lux reporter, luminescence, 6 h; in the data active = activation mostly above about 9.7%, no sharp cut-off; inconclusive = no clear call, values can overlap the other calls; inactive = mostly below about 3.7%; also: not every result past the cut was called active; inactives centre near 0; reference of the scale not given here
MazEF act: activators of E. coli MazEF toxin-antitoxin RNase; FAM/BHQ RNA-DNA oligo cleavage fluorescence, 5 h; activation, % at 20 µM; 350,000 tested, 0.32% active; in the data active = activation above about 50%
SSB-PriA inh: K. pneumoniae PriA-SSBct interaction inhibition; AlphaScreen SSBct-PriA binding, biotinylated peptide; inhibition, % at 33 µM; 430,000 tested, 0.6% active; AID 1272365; in the data active = inhibition mostly above about 37%, no sharp cut-off; inactive = mostly below about 20%;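 also: plate controls were negative control peptide for no effect and reference peptide for full effect; strong numbers were not always called active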
TcdB GH inh: inhibitors of Clostridioides difficile toxin B glycohydrolase; AID 652162; TcdB glycohydrolase enzymatic assay, plate reader; 350,000 tested, 0.24% active; inhibition, % at 9.99 µM; P18177; in the data active = inhibition above about 10%
Rv3671c protease: Rv3671c (M. tuberculosis) protease inhibition; AID 2606; P9WHR9; inhibition, % at 5.96 µM; 320,000 tested, 0.048% active; in the data active = inhibition above about 38%;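 also: extracellular domain of Rv3671c used as enzyme; 0% = enzyme with DMSO and 100% = no enzyme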
Yp Topo-I inh: inhibitors of Yersinia pestis topoisomerase I. Y. pestis Topo-I cleavage product accumulation, plate reader. activity, % at 10 µM. 360,000 tested, 0.064% active. AID 504884; in the data active = activity above about 50%, passing the limit was not always enough; inconclusive = no clear call, values can overlap the other calls; also: inactives centre near 2
CCHF vOTU inh: blocks the CCHF virus ovarian tumor domain protease | CCHFV vOTU protease, Pep-AMC fluorescence | inhibition, % at 11.5 µM | 370,000 tested, 0.55% active; in the data active = inhibition above about 30%; also: 0% = vehicle wells with enzyme and 100% = no enzyme wells
SARS 3CLpro inh: SARS-CoV 3CLpro protease inhibition. AID 1706. inhibition, % at 6 µM. P0C6X7. 290,000 tested, 0.14% active. recombinant SARS-CoV 3CLpro, quenched FRET peptide cleavage; in the data active = inhibition above about 12%
An asterisk follows results filed as active; i = inactive; ? = inconclusive; / = not tested or not shown; & = joins results of further samples. Only part of the results is shown. The share of hits here may be higher or lower than overall.

Sequence of screens: DUSP3 inh	PrPC surface inh	Vc quorum ag	MazEF act	SSB-PriA inh	TcdB GH inh	Rv3671c protease	Yp Topo-I inh	CCHF vOTU inh	SARS 3CLpro inh
> Cc1cc(NC(=O)c2ccccc2NS(=O)(=O)c2c(C)c(C)cc(C)c2C)no1
 : -14	-2	-2.0	-11	-19	/	3	5	-9	1
> Cc1ccc(C(=O)N2CCC(C(=O)c3ccc(F)cc3)CC2)cc1
 : /	0	0.7	9	-27	1.0	/	11	-2	/
> O=c1[nH]c(SCc2cccc(Cl)c2)nc2c1CCCC2
 : -2	0	-0.6	4	-14	/	1	-3	-3	-1
> O=c1[nH]c(C2CCCN(S(=O)(=O)c3ccccc3F)C2)nc2c1nnn2Cc1ccccc1Cl (stereo unspecified)
 : -2	0	-2.2	-2	-7	1.1	-13	30	13	7
> CCOC(=O)Nc1oc2ccccc2c(=O)c1CN1CCOCC1
 : 20	2	/	-3	3	-0.2	-9	9	10	-1
> Cc1nc2cnccc2n1C
 : -2	4	i	4	6	0.2	5	-11	1	0
> COc1ccc(Nc2nc3ccccc3nc2NS(=O)(=O)c2ccc(NC(C)=O)cc2)cc1
 : 17	-5	-0.1	-17	16	-1.6	14	-5	14	2
> COc1ccc(C(=O)NCC(=O)N=Nc2c(O)n(Cc3ccccc3)c3ccccc23)cc1OC
 : 21	-23	1.2	0	13	-0.7	-26	26	4	0
> Cc1ccc(O)c(N=NC2=C(O)CC(C)(C)CC2=O)c1
 : -3	-15	-0.1	-4	6	-7.5	8	-3	8	-2
> CN(C)c1ccc(N=Nc2nc3ccccc3n2C)cc1
 : -5	-24	i	-3	14	1.2	-21	8	2	2
> Cc1ccc(C)c(S(=O)(=O)N2CCN(C(C(=O)Nc3ccc(F)cc3)c3ccccc3)CC2)c1 (stereo unspecified)
 : 0	-4	-0.3	-2	-2	1.1	-44	7	-4	0
> O=C(c1ccc2[nH]c(=O)c(=O)[nH]c2c1)N1CCN(Cc2ccccc2)CC1
 : 16	6	-0.4	10	-1	0.6	1	-7	-8	2
> CCNC(=O)C1CCCc2c1[nH]c1ccc(Cl)cc21 (stereo unspecified)
 : 3	/	-0.2	3	12	/	3	7	/	1
> Cc1cccc(S(=O)(=O)NC(=O)C2(C)CCN2C(=O)c2ccc(C3CCCCC3)cc2)c1 (stereo unspecified)
 : /	0	-0.7	/	/	-2.2	/	22	5	/
> Cn1c(=O)c2[nH]c(CN3CCN(Cc4ccccc4)CC3)nc2n(C)c1=O
 : 8	-6	i	5	-10	/	7	-3	0	-1
> O=C(COc1cccnc1[N+](=O)[O-])N1CCC(Cc2ccccc2)CC1
 : /	-3	0.4	5	-2	0.3	-4	30	-2	/
> COc1ccc(NC2=C(C(C)=O)C(c3ccc(OC)c(OC)c3)C(C(C)=O)C(C)(O)C2)cc1 (stereo unspecified)
 : 3	0	i	7	27	/	3	10	2	2
> Cc1ccc2nc(Cl)c3nnnn3c2c1
 : 12	/	-0.5	8	-8	/	-6	-1	/	6
> OC(CN1CCN(Cc2ccccc2)CC1)c1ccc(F)cc1 (stereo unspecified)
 : -11	-6	i	5	0	1.4	17	-6	-5	-2
> CCOc1ccccc1NCc1nnc(-c2ccccc2)o1
 : 4	-6	0.7	-6	-12	2.5	2	4	6	2
> COC(=O)CN1C(=O)COc2ccc(Cl)cc21
 : -4	1	-0.2	3	-5	-8.6	1	3	-1	2
> CCCC1(C(=O)OC)NC(c2ccc(OC)cc2OC)C2C(=O)N(c3cccc(C(C)=O)c3)C(=O)C21 (stereo unspecified)
 : 4	-6	-0.3	10	2	1.7	6	7	-6	-3
> CCOC(=O)c1ccc(NC(=O)C(CC)CC)cc1
 : -1	-4	0.7	6	-11	/	-1	0	-2	4
> O=C(NCc1ccco1)C1CCN(c2nc3ccccc3n2Cc2ccccc2F)CC1
 : 21	-5	-0.2	1	-2	-0.2	-2	38	8	-5
> O=C(CSc1nc(=O)n2ccccc2n1)NCc1ccc2c(c1)OCO2
 : /	0	-0.7	4	1	2.0	-12	-1	2	/
> COc1ccc(F)cc1CN1CCN(C(=O)c2ccc(S(=O)(=O)N3CCCCCC3)cc2)CC1
 : /	-8	i	3	-17	0.1	/	-1	12	/
> CCn1c(SCC(=O)Nc2ccc(NC(=O)c3ccco3)cc2)nnc1-c1cccs1
 : /	3	-0.6	5	3	/	6	8	16	-4
> COc1cccc(CN2CCN(C(=O)c3ccc(-c4ccccc4)cc3)CC2)c1OC
 : 9	3	i	-2	-6	0.3	-4	25	15	-4
> O=C(c1ccc(NS(=O)(=O)c2cccc3cccnc23)cc1)N1CCOCC1
 : /	-3	-0.4	0	1	/	-5	-2	1	2
> COc1ccc(-n2c(Cc3cccn3C)nnc2SCC(=O)NC2CCCC2)cc1
 : 11	6	0.2	5	-3	0.1	-2	25	12	7
> O=C(NC(=S)Nc1nc2ccccc2s1)c1cccs1
 : 13	2	-0.5	8	0	-0.6	-35	-1	-16	-5
> CCOC(=O)C1CCN(C(=O)CNC(=O)c2nn(-c3ccc(OC)c(Cl)c3)c(=O)c3ccccc23)CC1
 : 15	-7	-0.3	0	0	0.0	-21	19	5	4
> FC(F)(F)c1ccc(Nc2nnnc3ccccc23)cc1
 : 19	-7	0.7	-4	-15	0.0	-47	10	-9	2
> CNc1nc2ccccc2n(C)c1=O
 : 24	-6	0.9	3	-15	-2.1	6	-7	-19	-1
> CC(C)N(CCO)C(=O)C(c1ccccc1)c1ccccc1
 : 6	-3	/	0	10	/	6	6	-3	-1
> O=C(OCC(=O)N1CCOCC1)c1cc2ccccc2oc1=O
 : /	-5	0.3	1	6	-2.6	3	1	-11	/
> COc1ccccc1-c1sc2ccccc2c1-c1ccc2c(c1)OCO2
 : 24	-7	-3.0	-4	-16	0.8	-5	-12	-1	0
> COc1cccc(-c2cnc(C(O)c3cccc(CN4CCCCC4)c3)[nH]2)c1 (stereo unspecified)
 : /	1	0.3	/	/	1.0	/	-2	-10	/
> Cc1c(O)ccc(-c2n[nH]c(C(=O)O)c2-c2nc3ccccc3s2)c1O
 : 4	8	0.5	30	-7	2.7	-2	0	-5	-5
> Cc1ccc(-c2nn(C(C)(C)C)c3ncnc(N)c23)cc1
 : 41	8	i	0	-24	/	7	5	2	1

Three entries out of the list, sorted by molecular weight, high to low:
Sequence of screens: DUSP3 inh	PrPC surface inh	Vc quorum ag	MazEF act	SSB-PriA inh	TcdB GH inh	Rv3671c protease	Yp Topo-I inh	CCHF vOTU inh	SARS 3CLpro inh
> CCn1c(SCC(=O)Nc2ccc(NC(=O)c3ccco3)cc2)nnc1-c1cccs1
 : /	3	-0.6	5	3	/	6	8	16	-4
> O=C(CSc1nc(=O)n2ccccc2n1)NCc1ccc2c(c1)OCO2
 : /	0	-0.7	4	1	2.0	-12	-1	2	/
> Cc1ccc(-c2nn(C(C)(C)C)c3ncnc(N)c23)cc1
 : 41	8	i	0	-24	/	7	5	2	1

Exported bar-delimited: entries from further up.
Structure | DUSP3 inh | PrPC surface inh | Vc quorum ag | MazEF act | SSB-PriA inh | TcdB GH inh | Rv3671c protease | Yp Topo-I inh | CCHF vOTU inh | SARS 3CLpro inh
COc1cccc(CN2CCN(C(=O)c3ccc(-c4ccccc4)cc3)CC2)c1OC | 9 | 3 | i | -2 | -6 | 0.3 | -4 | 25 | 15 | -4
COc1ccccc1-c1sc2ccccc2c1-c1ccc2c(c1)OCO2 | 24 | -7 | -3.0 | -4 | -16 | 0.8 | -5 | -12 | -1 | 0
O=C(NCc1ccco1)C1CCN(c2nc3ccccc3n2Cc2ccccc2F)CC1 | 21 | -5 | -0.2 | 1 | -2 | -0.2 | -2 | 38 | 8 | -5

(more compounds)
Sequence of screens: DUSP3 inh	PrPC surface inh	Vc quorum ag	MazEF act	SSB-PriA inh	TcdB GH inh	Rv3671c protease	Yp Topo-I inh	CCHF vOTU inh	SARS 3CLpro inh
> COc1cc(Cl)ccc1OCc1cc(C(=O)N(C)Cc2cn(C)nc2C)no1
 : 14	-5	i	-2	2	1.0	-3	12	0	-2
> O=C(Nc1c(C(=O)NCc2ccco2)cnn1-c1ccccc1)c1cccc(F)c1
 : -4	5	2.0	-1	-2	/	3	7	-8	7
> Cc1ccc(N2C(=O)N(CC(=O)Nc3cccc([N+](=O)[O-])c3C)C(=O)C2C)cc1 (stereo unspecified)
 : /	5	i	-1	3	1.4	8	0	1	/
> CCC(C(=O)NC1CCCCC1)N(Cc1cccs1)C(=O)CCC(=O)Nc1cc(C)on1 (stereo unspecified)
 : 21	4	4.8	5	-1	1.5	-10	3	1	-1
> CC(C)c1ccccc1OCC(=O)Nc1ccc2[nH]ncc2c1
 : -12	2	1.2	2	8	0.1	-8	-2	14	-9
> Cc1ccc(S(=O)(=O)c2cc3c(=O)n4ccccc4nc3n(CCCN3CCOCC3)c2=N)cc1C
 : 2	-32	-0.3	0	6	-5.8	-3	14	-40	0
> Cc1ccc(C)c(NC(=S)N(CCc2ccncc2)C(C)C)c1
 : 7	-8	-0.3	16	-9	0.2	-3	-3	-7	3
> CCc1nc(SCC(=O)NNC(=O)C(C)C)c2ccccc2n1
 : 2	104*	-0.1	-4	-14	/	-2	-4	4	-1
> Cc1cc(C(C)(C)C)cc(C)c1COC(=O)c1cccnc1
 : 31	11	0.3	3	-32	0.8	0	?	-12	2
> O=C(O)c1ccc2c(c1)C(=O)N(Cc1ccco1)C2=O
 : 10	2	-0.4	-1	-10	-0.7	1	-12	-11	-5
> Nc1nonc1-n1nnc(C(=O)N/N=C/c2cccc(F)c2)c1-c1ccccc1
 : 8	-1	i	2	/	0.0	-12	0	6	1
> O=C(CSc1ncnc2c1cnn2-c1ccc(F)cc1)NC1CCCC1
 : 16	7	-0.4	-1	-12&-7	-0.3	3	5	8	4
> COc1cc2c(cc1OC)CN(C(=O)C(CCSC)NS(=O)(=O)c1ccc(C)cc1)CC2 (stereo unspecified)
 : 20	3	-5.6	7	-5	0.9	-2	5	-6	0
> CC(C)CNC(=O)NC(=O)COc1ncnc2sccc12
 : 26	2	-0.4	-1	-1	/	0	7	0	5
> COc1ccc(CNC(=O)N2CCc3ccccc3C2)cc1
 : 0	-1	-6.2	0	0	0.6	-9	9	2	-1
> CC(=O)CCc1oc2c([N+](=O)[O-])cccc2c1-c1ccc(C)o1
 : -5	-6	i	-31	6	-3.1	-1	-7	1	-6
> CCOC(=O)c1nnc(-c2ccccc2)nc1N1CC(C)OC(C)C1 (stereo unspecified)
 : 20	6	-0.3	-2	1	1.2	3	4	-9	5
> Cc1[nH]nc2c1C1(C(=O)Nc3ccc([N+](=O)[O-])cc31)C(C#N)=C(N)O2 (stereo unspecified)
 : 27	-7	/	0	-15	/	2	0	8	-2
> COc1ccc(CC(=O)N(C)Cc2cccc(OC)c2OC)cc1S(=O)(=O)N1CCOCC1
 : /	-1	i	-1	2	1.9	6	2	1	/
> COc1ccc(/C=C(/NC(C)=O)C(=O)O)cc1
 : 21	5	i	5	-4	/	-2	2	6	-5
